L3MBTL1 block: inhibitors of human L3MBTL1 | Q9Y468 | AlphaScreen L3MBTL1–H3K9me1 peptide binding | Potency, µM (titrated, usually from 57.1 µM), without a hit: top-dose activity, negative = inhibition, hits mostly inhibitors | 230,000 tested, 0.66% active | AID 485360; active means well fitted inhibition curve with a large enough effect; inconclusive means small, poorly fitted or top-dose-only effect; inactive means no such curve, though single readings can be large or run the other way; further: nearly all actives have a fitted effect of over 60% in size
Target sequence (Q9Y468 whole entry, looked up): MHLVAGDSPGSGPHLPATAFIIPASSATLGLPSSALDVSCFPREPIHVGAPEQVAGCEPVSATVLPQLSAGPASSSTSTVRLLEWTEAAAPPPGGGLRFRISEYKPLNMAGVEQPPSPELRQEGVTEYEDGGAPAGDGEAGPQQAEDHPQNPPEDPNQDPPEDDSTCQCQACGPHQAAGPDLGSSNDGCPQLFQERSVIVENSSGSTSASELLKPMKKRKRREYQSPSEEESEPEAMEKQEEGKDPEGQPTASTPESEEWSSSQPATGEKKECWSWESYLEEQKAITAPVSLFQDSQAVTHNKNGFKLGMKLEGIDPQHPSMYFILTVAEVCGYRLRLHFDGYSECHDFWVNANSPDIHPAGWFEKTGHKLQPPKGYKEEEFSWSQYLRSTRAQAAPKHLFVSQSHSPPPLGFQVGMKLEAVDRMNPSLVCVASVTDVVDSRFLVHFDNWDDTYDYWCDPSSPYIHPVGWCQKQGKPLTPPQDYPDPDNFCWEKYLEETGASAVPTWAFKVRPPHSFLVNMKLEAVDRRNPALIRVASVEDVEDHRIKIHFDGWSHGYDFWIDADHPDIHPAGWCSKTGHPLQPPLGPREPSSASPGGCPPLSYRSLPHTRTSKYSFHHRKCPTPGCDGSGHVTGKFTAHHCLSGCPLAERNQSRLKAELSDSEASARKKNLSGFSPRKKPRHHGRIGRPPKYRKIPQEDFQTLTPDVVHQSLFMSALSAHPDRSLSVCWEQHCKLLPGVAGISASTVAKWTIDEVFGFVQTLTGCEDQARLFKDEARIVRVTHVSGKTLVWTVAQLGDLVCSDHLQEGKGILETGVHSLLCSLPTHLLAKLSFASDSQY
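L3MBTL1 (50 nM) pre-complexed 30 min with biotinylated H3(1-15)K9me1 peptide (75 nM), then compounds added for 30 min at room temperature; AlphaScreen streptavidin donor/nickel chelate acceptor beads (10 ug/mL final) read after 30 min dark incubation.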
Numbers without * were called inactive; ? = inconclusive; & = joins results of further samples; [ ] = another dose, or the depositor's remark. On the % scale 0 is the no-effect control and ±100 the full control effect; potency means the concentration at half of the fitted maximal effect.

no.	canonical_smiles	L3MBTL1 block
1	CN(C(=O)COC(=O)c1cccnc1Cl)C1CCCCC1	4%
2	COc1cc(C(=O)OCc2cccc(OC)c2OC)ccc1OCC(=O)N1CCOCC1	-2%
3	COC(=O)[C@]1(Cc2ccccc2)N[C@H](CN(C)C(=O)C2CCCCC2)[C@@H]2C(=O)N(C)C(=O)[C@@H]21	4%
4	O=C(CN1CCN(C(=O)C2CC2)CC1)Nc1ccc(Cl)cc1F	-3%
5	COCC(=O)Nc1cc(C)cn(Cc2ccccc2Cl)c1=O	-1%
6	Cn1c(N)c(C(=O)COC(=O)Cc2ccc(Br)cc2)c(=O)n(C)c1=O	0%
7	CN(CC(=O)Nc1ccccc1Cl)CC(=O)c1c(N)n(Cc2ccccc2)c(=O)n(C)c1=O	-1%
8	O=C(COC(=O)c1cc(S(=O)(=O)N2CCOCC2)ccc1O)NCc1ccc2c(c1)OCO2	7%
9	CCCCc1cc(=O)oc2cc(OCC(=O)N3C[C@H]4C[C@@H](C3)c3cccc(=O)n3C4)ccc12	-9%
10	O=C(Cn1cnc2c(NCc3ccccc3)ncnc21)NCc1ccccc1	-2%
11	COc1ccccc1CC(=O)Nc1ccon1	3%
12	CSCCC(NC(=O)c1ccco1)C(=O)Nc1ccc(C)c(S(=O)(=O)N2CCOCC2)c1 (stereo not drawn)	-8%
13	Cc1ccc(NC(=O)CCC(=O)c2cccs2)nc1	?
14	O=C(Nc1scc(-c2ccccc2)c1C(=O)O)c1ccccc1F	-1%
15	Cc1cc(=O)[nH]c(SCC(=O)Nc2c(C)n(C)n(-c3ccccc3)c2=O)n1	5%
16	CC(OC(=O)C1CCN(c2ccc(C(F)(F)F)cn2)CC1)C(=O)c1ccccc1 (stereo not drawn)	38%[activator]
17	Cc1ccc(Cn2c(C(C)Nc3nc(-c4ccc(C)cc4)cs3)nc3cc(Cl)c(Cl)cc32)cc1 (stereo not drawn)	-5%
18	CC(C)=CC(=O)N1CCCC(N2CCN(c3ccc(F)cc3)CC2)C1 (stereo not drawn)	-3%
19	COc1ccc(OCC(=O)OCC(=O)Nc2cc(S(=O)(=O)N3CCOCC3)ccc2Cl)cc1	-8%
20	COc1cc(C(=O)NCC(=O)N2CCN(S(=O)(=O)c3ccccc3)CC2)cc(OC)c1OC	-3%
21	Cc1ccc(SCC(=O)OCC(=O)NCc2ccco2)cc1	-3%
22	Cc1cc(OC(C)C(=O)N2C[C@H]3C[C@@H](C2)c2cccc(=O)n2C3)c2c(C)c(C)c(=O)oc2c1 (stereo partly drawn)	22%
23	Cc1ccccc1-c1cc(C(=O)NCc2cccc(C(F)(F)F)c2)nn1CC1CC(c2cccc([N+](=O)[O-])c2)=NO1 (stereo not drawn)	-9%
24	CCCN(CC(=O)Nc1ccccc1OC)C(=O)CCC(=O)c1ccc(OCC)cc1	-1%
25	NC(=O)CN1CCN(Cc2ccc3c(c2)OCO3)CC1	-3%

no.	canonical_smiles	L3MBTL1 block
26	c1ccc(Cc2c[nH]c3ccccc23)cc1	-8%
27	CCOc1ccc(CCNC(=O)COC(=O)Cn2cnc3c2c(=O)n(C)c(=O)n3C)cc1OCC	9%
28	O=C(NC(=S)NCc1ccccc1Cl)c1cccs1	-5%
29	Cc1cc(NC(=O)COC(=O)c2cnccn2)ccc1Br	10%
30	c1cncc(CNc2ncnc3ccc(-c4ccc5c(c4)OCCO5)cc23)c1	-4%&-2%
31	Cc1ccc(S(=O)(=O)N2CCOC23CCN(C(=O)C(=O)NCCC(C)C)CC3)cc1	-1%
32	CC1CCC2(CC1)NC(=O)N(CC(=O)N1CCN(c3ccccc3)CC1)C2=O (stereo not drawn)	-2%
33	Oc1ccc(COC2CCCC2)c2cccnc12	20µM*
34	COC(=O)c1cn(C(=O)c2ccc(OC)c(OC)c2)c2ccccc12	-6%
35	COc1ccc(C(CNC(=O)c2ccc(OCc3c(C)noc3C)cc2)N2CCCC2)cc1 (stereo not drawn)	-4%
36	CC(C)C[C@H](NC(=O)c1nc[nH]c1C(=O)N[C@@H](CC(C)C)C(=O)OC(C)(C)C)C(=O)OCc1ccccc1	-8%
37	CC(=O)c1ccc(NC(=O)C[n+]2cccc(C)c2)cc1	-6%
38	COc1cc(NC(=O)C2CC(=O)N(CCc3ccccc3)C2)cc(OC)c1 (stereo not drawn)	2%
39	CC(C)(C)c1ccccc1OCC(O)CN1CCN(c2ccccn2)CC1 (stereo not drawn)	2%
40	O=[N+]([O-])c1cccc(S(=O)(=O)N2CCCCC2)c1	1%
41	CC(c1ccccc1)C1CC(=O)N(c2ccc([N+](=O)[O-])cc2)C1=O (stereo not drawn)	3%
42	COc1ccccc1C(CNC(=O)c1cccc(NS(=O)(=O)c2ccc(C)c(F)c2)c1)N1CCCC1 (stereo not drawn)	-5%
43	O=C(NCCNc1ccc([N+](=O)[O-])cc1)c1ccccc1F	-1%
44	Oc1ccc(COc2cccc3ccccc23)c2cccnc12	-3%
45	N#CC1(NC(=O)COC(=O)c2nc(Cl)c(Cl)c(N)c2Cl)CCCCC1	-5%
46	CC1Sc2ccc(C(=O)NCc3cccc(C(F)(F)F)c3)cc2NC1=O (stereo not drawn)	5%
47	COc1ccc(-c2noc(CCC(=O)N3CCN(c4ccccc4Cl)CC3)n2)cc1	4%
48	COc1cc(CN2CCCC(N3CCN(c4ccc(F)cc4)CC3)C2)ccc1F (stereo not drawn)	17%
49	COC(=O)c1ccc2c(=O)[nH]c(COC(=O)c3c(-c4ccccc4)noc3C)nc2c1	3%
50	O=C(Nc1ccc2ncccc2c1)c1ccccc1Br	-8%

Entries listed above shown as hits in L3MBTL1 block:
no.	canonical_smiles	L3MBTL1 block
33	Oc1ccc(COC2CCCC2)c2cccnc12	20µM*

The list continues:
no.	canonical_smiles	L3MBTL1 block
51	CN(CC(=O)Nc1ccccc1Cl)C(=O)CSc1nncn1C	6%
52	O=C(Nc1cccc(S(=O)(=O)NC2=NCCC2)c1)c1ccc(OC(F)F)cc1	-1%
53	O=C(Nc1ccc(S(=O)(=O)N2CCOCC2)cc1)c1cc([N+](=O)[O-])ccc1Cl	1%
54	Cc1nn2c(N)c(-c3ccccc3)cnc2c1-c1ccccc1	3%
55	Cc1ccc(C(=O)c2ccccc2C(=O)OCC(=O)N2CCCC2)cc1	31%[activator]
56	O=C(NNC(=S)Nc1ccc(Cl)cc1Cl)c1cccnc1	-10%
57	Cc1ccc(NC(=O)CSCC(=O)Nc2ccc(N3CCOCC3)cc2N2CCOCC2)cc1	3%
58	CCN([C@H](CO)CC(C)C)S(=O)(=O)c1ccccc1	1%
59	CCN(CC)S(=O)(=O)c1ccc(N2CCOCC2)c(NC(=O)COc2ccccc2C)c1	-1%
60	CCCCN(C(=O)Cc1ccc2c(c1)OCCO2)c1c(N)n(CC(C)C)c(=O)[nH]c1=O	-9%
61	Cc1nn(CC(=O)OCC(=O)Nc2cccc(S(N)(=O)=O)c2)c(C)c1[N+](=O)[O-]	2%
62	COc1ccc(OCC(=O)Nc2cc(S(=O)(=O)N3CCCC3)ccc2Cl)cc1	6%
63	COc1ccc(Cl)cc1NC(=O)CN(C)C(=O)C1CC(=O)N(Cc2ccc(C)cc2)C1 (stereo not drawn)	4%
64	CCOc1ncccc1C(=O)N1CCN(S(=O)(=O)c2ccc3c(c2)OCCO3)CC1	3%
65	O=C(NC1CCCN(Cc2ccc(Cl)cc2)C1)c1c(F)cccc1F (stereo not drawn)	9%
66	CC(=O)CCC(=O)NC1CCCc2c1cnn2-c1ccc(C(C)(C)C)cc1 (stereo not drawn)	4%
67	CC(C)(C)c1csc(NC(=O)c2ccccc2O)n1	0%
68	CCN1CCN(c2ccc(S(=O)(=O)N3CCCCC3)cc2NC(=O)c2cccc(Cl)c2)CC1	-6%
69	CCOc1ccc(C(=O)NC2CCN(S(=O)(=O)c3ccccc3)CC2)cc1	22%
70	O=C1c2ccccc2NC(c2ccc(-c3cccs3)o2)N1O (stereo not drawn)	0%
71	CC(C)n1cnnc1SCC(=O)NNC(=O)COc1ccc(Cl)cc1	-2%
72	CCOc1ccc(/C=C/C(=O)OCC(=O)c2ccccc2OC)cc1OC	-1%
73	CC(C)Oc1ccc(C2CC(=O)NC2=O)cc1 (stereo not drawn)	0%
74	CC(C)(C)OC(=O)C[C@H]1C/C=C\C[C@@H](CC(=O)N(CCO)Cc2ccccc2)C(=O)N[C@H](C(C)(C)C)COC1=O	2%
75	CCOC(=O)c1ccc(S(=O)(=O)N2CCN(C(=O)c3ccccn3)CC2)cc1	3%

Values in list order from the entries so far:
L3MBTL1 block, nos. 70–73, in order: 0%, -2%, -1%, 0%

Additional records:
no.	canonical_smiles	L3MBTL1 block
76	COc1ccc(OCCn2ccnc2)cc1	1%[2.29 µM]
77	COc1ccccc1NC(=O)Nc1nc(CC(=O)N2CCN(c3ccccc3F)CC2)cs1	-6%
78	COc1cccc(CNC(=O)c2ccc(NC(=O)CC3SC(N4CCCCC4)=NC3=O)cc2)c1 (stereo not drawn)	5%
79	NS(=O)(=O)c1ccc(CNC(=O)c2cc(S(=O)(=O)N3CCOCC3)c(Cl)cc2Cl)cc1	-10%
80	COc1cc(/C=C/C(=O)OCC(=O)NCCC2=CCCCC2)cc(OC)c1OC	1%
81	CC(OC(=O)Cn1[nH]c(=O)c2ccccc2c1=O)C(=O)Nc1ccc(F)cc1Cl (stereo not drawn)	34%[activator]
82	COc1ccc(SCCN2CC[C@@H](O)CCC2=O)cc1	1%
83	COc1ccc(CCN2CC(C(=O)OCC(=O)Nc3c(C)nn(-c4ccccc4)c3C)CC2=O)cc1OC (stereo not drawn)	-27%
84	CC(C)(C)c1ccc(OCCC(=O)NNC(=O)c2ccncc2)cc1	4%
85	CCCCn1c(N)c(N(CCOC)C(=O)C2CCN(C(=O)c3ccccc3C)CC2)c(=O)[nH]c1=O	10%
86	Cc1cccc(C)c1NC(=O)CSc1nc2[nH]c(=O)cc(O)c2s1	-3%
87	CCN(CC(=O)NCc1cccs1)C(=O)/C=C/c1ccc(OC)cc1OC	4%
88	COc1ccccc1/C=N/Nc1cc(C)nc2ccc(C)cc12	-21%
89	C=CC[C@@H](CC(=O)N[C@H](CO)Cc1ccccc1)C(=O)N[C@@H](COC(=O)[C@@H](CC=C)CC(=O)OC(C)(C)C)Cc1ccccc1	-3%
90	CC(C)(C)OC(=O)NCCOC(=O)c1[nH]cnc1C(=O)NCc1ccccc1	2%
91	CC1(NS(=O)(=O)c2ccc(Cl)s2)CCS(=O)(=O)C1 (stereo not drawn)	-4%
92	CC(=O)N1c2ccccc2S(=O)(=O)c2ccccc21	3%
93	COC(=O)CN1C(=O)[C@H]2[C@@H](c3ccc(C)o3)N3C(=O)CN(CCO)C(=O)[C@@]3(C)[C@H]2C1=O	36%[activator]
94	NC(=O)c1cc([N+](=O)[O-])ccc1Nc1ccccc1	1%
95	CSCCC(NC(=O)COc1ccccc1)C(=O)N1CCOCC1 (stereo not drawn)	-2%
96	N#CCCCc1cc2cc(F)ccc2cn1	0%
97	CC[C@]12c3[nH]c4ccc(Cl)cc4c3CCN1C(=O)[C@@H](CC(=O)NCC13CC4CC(CC(C4)C1)C3)C[C@@H]2C(=O)N1CCN(C(=O)c2ccco2)CC1	-2%
98	CC1CC(=O)Nc2ccccc2N1C(=O)Cn1cnc2ccccc2c1=O (stereo not drawn)	4%
99	CC1CCCN(S(=O)(=O)c2ccc(NC(=O)Cc3ccc(S(=O)(=O)N4CCOCC4)s3)cc2)C1 (stereo not drawn)	-4%
100	O=S(=O)(c1ccccc1)N1CCC2(CC1)OCCN2S(=O)(=O)c1cccs1	-5%

Part of the list above in a different format.
62. COc1ccc(OCC(=O)Nc2cc(S(=O)(=O)N3CCCC3)ccc2Cl)cc1
  L3MBTL1 block: 6%
63. COc1ccc(Cl)cc1NC(=O)CN(C)C(=O)C1CC(=O)N(Cc2ccc(C)cc2)C1 (stereo not drawn)
  L3MBTL1 block: 4%
64. CCOc1ncccc1C(=O)N1CCN(S(=O)(=O)c2ccc3c(c2)OCCO3)CC1
  L3MBTL1 block: 3%
65. O=C(NC1CCCN(Cc2ccc(Cl)cc2)C1)c1c(F)cccc1F (stereo not drawn)
  L3MBTL1 block: 9%

Quoted from the listing.
no. 91 in L3MBTL1 block has -4%
no. 87 in L3MBTL1 block has 4%

More results.
no.	canonical_smiles	L3MBTL1 block
101	CCC(=O)c1ccc(OCC(O)CN2CCN(c3ccccn3)CC2)cc1 (stereo not drawn)	1%
102	CCOC(=O)CNS(=O)(=O)c1ccc(S(=O)(=O)NC2CC2)cc1	7%
103	CCC1(c2ccc(F)cc2)NC(=O)N(CC(=O)Nc2ccc(N3CCCCC3)cc2)C1=O (stereo not drawn)	-18%
104	C=CCc1cc(OC)ccc1OCCCCn1cncn1	-7%
105	Cc1csc(=O)n1CC(=O)OCC(=O)c1c(N)n(C)c(=O)n(C)c1=O	0%
106	CN(CC(=O)Nc1ccc(F)c(F)c1F)C(=O)C1CC(=O)N(C2CCCC2)C1 (stereo not drawn)	24%
107	CC[C@]12c3[nH]c4cc(-c5ccco5)ccc4c3CCN1C(=O)[C@@H](CC(=O)NCc1cccc(C(F)(F)F)c1)C[C@@H]2C(=O)N1CCN(C(=O)C2CC2)CC1	-16%
108	O=C(NCC(=O)N1CCN(C/C=C/c2ccccc2)CC1)c1ccc(OC(F)F)cc1	0%
109	Cc1cc(C)c(C)c(S(=O)(=O)Nc2ccccc2N2CCOCC2)c1C	0%

Screening data deposited in PubChem BioAssay by National Center for Advancing Translational Sciences (NCATS).

These rows are one share of the data, so the mix of outcomes need not match the whole.
